High-throughput results: PubChem, several laboratories
ER stress rescue: protection against thapsigargin-triggered cell killing – 384-well, CSM14.1, ATP luminescence, primary screen (AID 1222); CSM14.1 thapsigargin-induced death rescue, ATP luminescence; higher % means a stronger effect; cellular ATP content (survival), % at 20 µM, or EC50 in µM where a hit was titrated; 190,000 tested, under 10 active;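 active = EC50 below 50 µM in the dose-response confirmation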;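 also: death triggered by thapsigargin at about 15 µM added after 2 h compound pretreatment; cell ATP read after overnight thapsigargin exposure of roughly 18 to 22 hours; normalized against plate controls of thapsigargin alone and 5% DMSO vehicle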
Autophagy mod: autophagy modulation, high-content screen; MEF GFP-LC3 puncta imaging; test concentration mostly 10 µM; calls only at 10 µM (by protocol); AID 463193; 190,000 compounds, 0.98% hits;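 active = percentage of spot-positive cells more than 3 SD above its plate mean, without a fluorescence outlier flag or 80% toxicity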;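 also: spot-positive cell cutoff set from DMSO-treated cells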
Dynein transport: blocks dynein driven cargo transport along microtubules; 3617.4 mouse cells, GR-EGFP nuclear translocation imaging; test concentration mostly 20 µM; stimulated with dexamethasone, 1 µM; stronger effect = lower value; z-score, hits read low; 220,000 compounds, 0.47% hits;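 active = plate z-score of nuclear minus cytoplasmic receptor signal below a set negative limit, without overly bright fluorescence or cell loss, cut at about -3.5 in these data, passing the limit was not always enough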;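 also: z-score of nuclear minus cytoplasmic ring GR-EGFP intensity difference per well; some compounds called inactive have numbers as strong as hits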
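medium = tetracycline-free induction medium containing charcoal-stripped FBS | probe or stimulus = dexamethasone, 1.0 µM final | timing = 48 h induction, then 1 h compound, then 30 min agonist, 37 °C | detection = automated 10x imaging of fixed Hoechst-stained cells | read-out basis = nuclear versus cytoplasmic GR-EGFP signal, averaged per well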
MT stabilizer: stabilizes microtubules in HeLa cells. HeLa tubulin immunostaining HCS, 24 h; share of cells brighter than vehicle mean+2SD. 200,000 compounds, 0.83% hits. % tubulin-high responders, % at 10 µM;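 active = plate Z-score above 3 for both tubulin-high and condensed-nucleus cell shares, with cell loss under 80%, at 10 µM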;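 also: anti alpha tubulin signal scored within the nucleus-defined area of each cell; some results filed as inactive read as strong as hits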
WT yeast gro inh: growth inhibition of WT yeast, mitochondrial fusion screen; AID 1362; 190,000 compounds, 2.1% hits; inhibition, % at 10 µM; mitochondrial fusion phenotypic screen, WT strain; in the data active = inhibition above about 58%; tested in S. cerevisiae
Ins promoter up: MIN6 insulin promoter up-regulation; MIN6 insulin promoter-GFP reporter, high-content imaging; stronger effect = higher value; z-score at 5 µM; 190,000 compounds, 0.3% hits;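 active = z-score above 3 at 5 µM with at least 500 cells counted in the well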
b-catenin transl: modulators of beta-catenin nuclear translocation | HeLa beta-catenin nuclear translocation, immunofluorescence imaging | nuclear translocation activity, % at 5 µM | 190,000 compounds, 0.3% hits | AID 1665;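 active = nuclear translocation activity above 50% at 5 µM, with a well cell count of 50 or more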;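 also: per-cell ratio of nuclear to cytoplasmic median beta-catenin stain intensity; plate controls were DMSO negative control for no effect and GSK-3 inhibitor IX positive control for full effect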
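Test system: human HeLa cells, endogenous beta-catenin. Times: 24 h compound exposure, 37°C. Measured by: beta-catenin immunofluorescence imaging with DAPI.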
XIAP displacement: small molecules displacing peptide from XIAP – biochemical, IAP family, fluorescence polarization (AID 1018); XIAP BIR domain, fluorescence polarization peptide displacement; higher % means a stronger effect; one-dose displacement, % at 20 µM; IC50 in µM for titrated hits; 200,000 compounds, 0.007% hits; in the data active = displacement above about 50%; also: a part of the inactive calls stands beside numbers as strong as those of hits
Lipid droplet: modulators of hepatic lipid droplet formation. AML12 mouse hepatocytes, oleate lipid droplets, BODIPY imaging. inhibition, % at 6.5 µM. 240,000 compounds, 0.4% hits. AID 1656;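 active = lipid droplet intensity inhibited by at least 50%, with more than 500 cells counted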
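Test system: AML12 mouse liver cells; schedule: overnight exposure; technique: high-content imaging of BODIPY-stained droplets and DAPI nuclei; read-out: % inhibition of corrected integrated BODIPY droplet signal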
WT yeast gro inh mutant strain: further read-out of WT yeast gro inh, marked with its call; inhibition, %; mitochondrial fusion phenotypic screen, mutant strain inhibition
Dynein transport cytoplasmic EGFP: also measured in Dynein transport; calls as there; z-score; measured here: cytoplasmic GR-EGFP intensity; stronger effect = higher value
Dynein transport nuclear GR-EGFP: recorded beside Dynein transport, whose call it bears; z-score; measured here: nuclear GR-EGFP intensity;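 lower value marks the stronger effect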
Dynein transport cell count: recorded beside Dynein transport, whose call it bears; z-score; measured here: cell count per field
Ins promoter up cell count: further read-out of Ins promoter up, marked with its call; cell count; measured here: cytotoxicity, nuclei count;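 total cells summed across four imaged fields per well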
Lipid droplet cells 6.5 µM: recorded beside Lipid droplet, whose call it bears; cell count; measured here: cell count, cytotoxicity flag;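 cells counted across two imaged fields per well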
b-catenin transl cell count 5 µM: recorded beside b-catenin transl, whose call it bears; cell count; measured here: cell count, cytotoxicity flag
MT stabilizer Hoechst-high %: second read-out of MT stabilizer, no call of its own (marks repeat the call); % Hoechst-high responders; measured here: nuclear condensation Hoechst responders;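 share of cells brighter than vehicle mean plus two SD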
MT stabilizer cytotoxicity %: also measured in MT stabilizer; calls as there; toxicity, %; measured here: cytotoxicity by cell density;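 0% = mean cell density of plate MIN control wells and 100% = no cells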
Autophagy mod cell loss 18 h: second read-out of Autophagy mod, no call of its own (marks repeat the call); toxicity, %; measured here: cell loss, nuclei count;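 cell loss after 18 h compound exposure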
* = called active by the depositor; i = inactive; x = no result given. Rows are unselected. About 4% of those tested had a hit in this group.

structure,ER stress rescue,Autophagy mod,Autophagy mod cell loss 18 h,Dynein transport,Dynein transport cytoplasmic EGFP,Dynein transport nuclear GR-EGFP,Dynein transport cell count,MT stabilizer,MT stabilizer Hoechst-high %,MT stabilizer cytotoxicity %,WT yeast gro inh,WT yeast gro inh mutant strain,Ins promoter up,Ins promoter up cell count,b-catenin transl,b-catenin transl cell count 5 µM,XIAP displacement,Lipid droplet,Lipid droplet cells 6.5 µM
C=CCOC(=O)Nc1c(C(=O)OC)[nH]c2ccc(Cl)cc12,2.7%,i,-5.7,-0.23,-0.136,-0.0198,-0.319,2.1,1.4,6.6,7.4,11.1,1.46,1188,0.8,703,-7.7%,x,x
Cc1cccc(/C=C(\c2nc3ccccc3[nH]2)S(=O)(=O)c2ccccc2)c1,4.7%,i,6.5,-3.02,0.541,-1.53,-1.64,15.7,5.9,21.1,-16.4,-4.2,0.97,1413,3.8,1003,2.6%,-13.4,676
COc1cccc(CN2CCNC(=O)C2CC(=O)NCCn2ccc3ccccc32)c1OC (stereo not drawn),-0.3%,i,15.3,-0.853,-0.283,-0.0611,0.72,1.7,1.8,2.2,-10.3,-9.1,-0.01,1459,0.4,1473,-4.1%,-4.8,710
Cc1ccnc(NS(=O)(=O)c2ccc(NC(=O)COc3ccccc3)cc2)n1,0.2%,i,-8.3,-0.381,0.14,-0.158,1.56,1.1,1.8,5.0,-9.2,-9.1,-0.6,1507,-2.6,1116,-9.2%,3.6,695
CC1CCN(C(=O)c2ccc(S(=O)(=O)Cc3ccccc3F)c([N+](=O)[O-])c2)CC1,-1.8%,i,-8.3,-0.493,-0.204,-0.11,0.0979,2.0,2.6,8.2,-59.0,-0.4,0.46,1485,-3.0,1116,-5.4%,6.9,751
O=C(NCC1CCCO1)C(c1ccc(F)cc1)N(Cc1ccc(F)cc1)C(=O)Cn1nnc(-c2cccs2)n1 (stereo not drawn),-0.7%,i,-5.0,-1.04,-0.234,-0.529,-0.175,2.7,2.1,1.1,0.0,5.6,0.38,1154,5.5,1031,-10.5%,5.2,757
CC(=O)c1cn(CCCCCCCn2cc(C(C)=O)c(=O)[nH]c2=O)c(=O)[nH]c1=O,4.9%,i,-2.1,0.931,-0.161,0.0762,-1.39,1.9,1.6,7.0,-11.0,-9.7,0.52,1308,-2.7,585,-8.9%,0.8,790
O=C(COc1ccccc1Cl)Nc1cccnc1,-1.5%,i,13.4,-0.851,-0.246,-0.22,0.31,2.6,1.2,0.7,20.8,9.0,0.07,1426,-0.1,979,-8.8%,-13.7,673
CC(C)n1nc(C(=O)OCC(=O)N(C)C2CCS(=O)(=O)C2)c2ccccc2c1=O (stereo not drawn),0.6%,i,9.3,-0.363,-0.2,-0.0217,0.32,2.3,1.8,5.7,-7.4,-5.4,0.18,1140,1.3,1117,-4.0%,x,x
CCOC(=O)CSCc1c(C#N)c2ccccc2n1C,0.2%,i,38.9,-0.269,-0.196,-0.101,0.891,1.7,1.2,0.0,-18.5,3.7,-0.22,1369,-6.7,936,-1.4%,x,x
COc1ccccc1CNC(=O)c1ccc2c(=O)n(CCCN3CCCC3=O)c(=S)[nH]c2c1,0.6%,i,10.6,0.294,-0.264,0.127,0.07,3.8,1.7,11.2,4.0,-1.5,x,x,-0.7,1082,-6.5%,2.1,728
CCO[C@H]1OC(C(=O)N2CCN(Cc3ccc4c(c3)OCO4)CC2)=C[C@@H](c2ccc(Br)cc2)[C@@H]1CCCO,6.3%,i,18.0,0.37,-0.264,0.633,-0.791,3.7,1.8,10.2,34.6,15.2,0,1376,1.4,1110,-5.6%,-5.0,711
CCn1cc(S(=O)(=O)Nc2cc(F)ccc2C)cn1,0.7%,i,-2.0,0.492,-0.331,0.241,-1.18,4.5,1.0,6.2,-24.3,-8.2,x,x,0.7,1456,1.2%,5.4,772
COc1ccc(CCN2C(=O)CC(Cc3ccc(C)cc3)C2=O)cc1OC (stereo not drawn),1.8%,i,-6.0,0.254,-0.288,0.377,0.781,3.0,0.8,8.1,-6.4,-11.4,-0.26,1620,-1.1,956,-7.6%,-19.1,662
COc1cc(C(=O)Nc2nc3ccc4nc(C)sc4c3s2)cc(OC)c1OC,-0.9%,i,2.0,-0.0178,-0.224,-0.871,0.204,5.2,3.0,2.8,-21.0,-6.8,-0.99,1400,-1.5,1376,-2.1%,x,x
Cc1cccc(OCc2nnc(SC(C)C(=O)O)n2Cc2ccccc2)c1 (stereo not drawn),-0.3%,i,-3.0,-0.458,-0.309,0.181,0.455,1.4,1.7,6.9,1.0,-15.8,0.02,1392,-1.7,1007,-5.1%,-3.6,709
O=C(CN1CCOCC1)Nc1scc2c1c(=O)oc1ccccc12,x,x,x,-0.497,-0.245,0.595,0.371,x,x,x,x,x,-0.11,1040,1.3,1286,x,14.4,658
Cn1cc([N+](=O)[O-])c(C(=O)Nc2ccc3nc(-c4ccccc4)[nH]c3c2)n1,4.1%,i,-1.3,-0.412,-0.225,-0.268,0.251,6.0,2.0,2.6,-3.5,-6.0,x,x,5.5,857,-9.8%,-6.7,547
CCOC(=O)CCc1nc2ccccc2[nH]c1=O,-2.3%,i,-4.8,0.93,-0.253,0.775,0.324,1.9,0.3,21.3,17.0,16.9,0.16,1921,-1.6,1092,-0.6%,20.7,705
Oc1ccc(/C=N/N2CCN(C3c4ccccc4-c4ccccc43)CC2)cc1,x,x,x,-0.413,-0.161,-0.201,0.524,x,x,x,x,x,-0.93,1399,-0.2,1315,x,21.2,714
Cc1ccccc1CNC(=O)CCc1ccccc1,1.2%,i,12.5,-0.113,-0.281,0.41,0.466,2.5,2.9,6.5,-14.9,-0.9,-0.28,1408,0.7,1439,1.1%,-3.9,742
O=C1CC(c2ccccc2)c2cc(O)ccc2O1 (stereo not drawn),4.7%,i,19.0,-0.116,-0.0647,0.278,-0.84,2.1,1.9,2.1,7.9,3.2,x,x,-1.3,517,1.2%,-0.5,765
COc1cccc(NC(=O)CCN2CCN(C)CC2)c1,-1.4%,i,5.2,0.641,-0.193,0.36,0.62,2.3,4.7,5.1,1.1,-7.2,-0.34,797,2.7,997,-4.8%,3.2,735
CCOc1ccc(NC(=O)c2ccc(CNc3c(N4CCCC4)c(=O)c3=O)cc2)cc1,x,x,x,3.53,-0.214,2.27,-1.96,x,x,x,x,x,2.03,903,2.8,1307,x,2.4,731

Record cards, as listed above.
COc1cccc(CN2CCNC(=O)C2CC(=O)NCCn2ccc3ccccc32)c1OC (stereo not drawn) is listed as ER stress rescue: -0.3%; Autophagy mod: i; Autophagy mod cell loss 18 h: 15.3; Dynein transport: -0.853; Dynein transport cytoplasmic EGFP: -0.283; Dynein transport nuclear GR-EGFP: -0.0611; Dynein transport cell count: 0.72; MT stabilizer: 1.7; MT stabilizer Hoechst-high %: 1.8; MT stabilizer cytotoxicity %: 2.2; WT yeast gro inh: -10.3; WT yeast gro inh mutant strain: -9.1; Ins promoter up: -0.01; Ins promoter up cell count: 1459; b-catenin transl: 0.4; b-catenin transl cell count 5 µM: 1473; XIAP displacement: -4.1%; Lipid droplet: -4.8; Lipid droplet cells 6.5 µM: 710
Cc1cccc(/C=C(\c2nc3ccccc3[nH]2)S(=O)(=O)c2ccccc2)c1 is listed as ER stress rescue: 4.7%; Autophagy mod: i; Autophagy mod cell loss 18 h: 6.5; Dynein transport: -3.02; Dynein transport cytoplasmic EGFP: 0.541; Dynein transport nuclear GR-EGFP: -1.53; Dynein transport cell count: -1.64; MT stabilizer: 15.7; MT stabilizer Hoechst-high %: 5.9; MT stabilizer cytotoxicity %: 21.1; WT yeast gro inh: -16.4; WT yeast gro inh mutant strain: -4.2; Ins promoter up: 0.97; Ins promoter up cell count: 1413; b-catenin transl: 3.8; b-catenin transl cell count 5 µM: 1003; XIAP displacement: 2.6%; Lipid droplet: -13.4; Lipid droplet cells 6.5 µM: 676

Later entries:
structure,ER stress rescue,Autophagy mod,Autophagy mod cell loss 18 h,Dynein transport,Dynein transport cytoplasmic EGFP,Dynein transport nuclear GR-EGFP,Dynein transport cell count,MT stabilizer,MT stabilizer Hoechst-high %,MT stabilizer cytotoxicity %,WT yeast gro inh,WT yeast gro inh mutant strain,Ins promoter up,Ins promoter up cell count,b-catenin transl,b-catenin transl cell count 5 µM,XIAP displacement,Lipid droplet,Lipid droplet cells 6.5 µM
CCOC(=O)c1sc(=S)sc1SCc1cccc(C(F)(F)F)c1,4.5%,i,25.0,-1.32,-0.276,-0.597,0.102,0.8,0.9,6.9,21.1,5.2,0.87,826,2.6,1007,-4.3%,-3.2,769
O=C(Nc1ccccc1)N1CCCN(c2ccc(C(F)(F)F)cc2[N+](=O)[O-])CC1,x,x,x,-0.819,-0.158,-0.526,-0.0954,x,x,x,x,x,0.03,1090,-1.2,1232,x,-10.5,696
CNC(=O)C(=O)N/N=C/c1ccccn1,-2.8%,i,6.2,-0.00703,-0.312,0.467,0.262,1.2,1.0,5.4,1.1,-12.0,x,x,-0.3,1479,-4.2%,-0.2,705
C=CCNC(=O)CSc1nnc(C(CC)N(C)C)n1C1CCCCC1 (stereo not drawn),x,x,x,-0.627,-0.323,-0.301,1.07,x,x,x,x,x,0.48,1419,-0.4,1329,x,11.4,742
COc1ccc(/C=C\C(=O)NCC(=O)N/N=C/c2ccc(O)cc2O)cc1,x,x,x,0.69,-0.0455,0.227,0.29,x,x,x,x,x,0.84,975,-1.0,1283,x,16.7,807
